rCAG binder: binds r(CAG) RNA repeats. AID 651821. 370,000 compounds, 1.3% hits. r(CAG) RNA repeat, TO-PRO-1 dye displacement fluorescence. inhibition, % at 3 µM;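 active means inhibition above the plate cutoff, the mean of all test compounds on that plate plus 3 SD, cut at about 35% in these data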;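 further: 0% = DMSO alone and 100% = 100 µM mitoxantrone as full dye displacement; higher means more dye released from RNA so lower well fluorescence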
Rev-erbA mod: modulators of human Rev-erb alpha DNA binding | AID 1259318 | 370,000 compounds, 0.79% hits | Rev-erbα–FITC-DNA binding, fluorescence polarization, 90 min | activity, % at 10 µM | P20393;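 active means activity above about 14%, limit read from the data; passing the limit was not always enough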;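 further: 0% = DMSO wells with 35 nM protein and 100% = DMSO wells with 750 nM protein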
LEDGF integ inh: blocks HIV-1 LEDGF/p75-dependent DNA integration | TR-FRET IN-LEDGF/p75 DNA integration, Eu/Cy5 | 370,000 compounds, 0.64% hits | inhibition, % at 3.7 µM | AID 743269;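 active means inhibition above the screen-wide mean plus 3 SD, cut at about 13% in these data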;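 further: signal is the Cy5 over europium emission ratio at 671 and 618 nm; 0% = plate median of compound wells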
UHRF1 binding: UHRF1 methyl-DNA binding inhibition; 370,000 compounds, 0.75% hits; inhibition, % at 4.4 µM; UHRF1 binding to methylated oligo, TR-FRET; Q96T88; in the data active means inhibition above about 21%;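 further: UHRF1 SRA domain binding a hemimethylated CpG hairpin DNA probe; 0% = median of test compound wells and 100% = reference inhibitor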
HTRA1 inhibitor: blocks human HTRA1 serine peptidase. Q92743. recombinant HTRA1, FP-rhodamine activity-based probe, fluorescence polarization. inhibition, % at 5.96 µM. 340,000 compounds, 0.5% hits; in the data active means inhibition above about 36%;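 further: 0% = enzyme with DMSO and 100% = wells lacking enzyme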
Target sequence (Q92743 whole entry, looked up): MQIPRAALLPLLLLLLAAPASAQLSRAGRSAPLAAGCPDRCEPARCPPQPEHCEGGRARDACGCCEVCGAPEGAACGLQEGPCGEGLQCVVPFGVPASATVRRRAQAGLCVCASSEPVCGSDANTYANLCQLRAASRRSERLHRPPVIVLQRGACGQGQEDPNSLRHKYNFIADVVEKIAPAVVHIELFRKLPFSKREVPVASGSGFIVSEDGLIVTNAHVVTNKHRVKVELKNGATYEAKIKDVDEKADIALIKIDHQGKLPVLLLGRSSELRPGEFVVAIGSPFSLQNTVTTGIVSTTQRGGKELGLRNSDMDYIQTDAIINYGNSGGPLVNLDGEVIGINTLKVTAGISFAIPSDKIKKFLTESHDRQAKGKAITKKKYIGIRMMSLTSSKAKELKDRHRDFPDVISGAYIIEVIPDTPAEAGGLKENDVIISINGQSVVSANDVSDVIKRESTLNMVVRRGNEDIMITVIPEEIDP
mABHD4 FP: ABHD4 (mouse) inhibition, primary FP screen | Q8VD66 | purified mABHD4, FP-Rh probe fluorescence polarization | inhibition, % at 8.92 µM | 370,000 compounds, 0.54% hits | AID 720543;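 active means inhibition exceeding the mean over every tested compound plus 3 SD, cut at about 30% in these data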;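 further: 0% = plate median of compound wells and 100% = S159A mutant with DMSO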
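system = mouse ABHD4 enzyme, wild type | medium = HEPES pH 7.0, NaCl, Pluronic buffer | also added = FP-Rh probe | incubation = Enzyme–compound pre-incubation 45 min, then probe 60 min, both 25 °C | technique = fluorescence polarization, excitation 525 nm, emission 598 nm, BODIPY TMR filters | controls = S159A mutant high control, sample median low control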
PG9 binder: binds the HIV-1 gp120 antibody PG9 | 360,000 compounds, 0.43% hits | TR-FRET gp120-PG9 antibody binding | inhibition, % at 6.7 µM; in the data active means inhibition above about 8.5%
MBD2 DNA inh: MBD2-methylated oligo binding inhibition; inhibition, % at 4.4 µM; Q9UBB5; TR-FRET, MBD2 binding to methylated oligonucleotide; 370,000 compounds, 0.31% hits; in the data active means inhibition above about 13%
PRMT1 FP inh: inhibitors of human PRMT1; Q99873; recombinant PRMT1, activity-based probe fluorescence polarization; inhibition, % at 2.79 µM; 370,000 compounds, 1.3% hits;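 active means inhibition above about 21% made by adding two undisclosed values, limit read from the data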
Target sequence (Q99873 whole entry, looked up): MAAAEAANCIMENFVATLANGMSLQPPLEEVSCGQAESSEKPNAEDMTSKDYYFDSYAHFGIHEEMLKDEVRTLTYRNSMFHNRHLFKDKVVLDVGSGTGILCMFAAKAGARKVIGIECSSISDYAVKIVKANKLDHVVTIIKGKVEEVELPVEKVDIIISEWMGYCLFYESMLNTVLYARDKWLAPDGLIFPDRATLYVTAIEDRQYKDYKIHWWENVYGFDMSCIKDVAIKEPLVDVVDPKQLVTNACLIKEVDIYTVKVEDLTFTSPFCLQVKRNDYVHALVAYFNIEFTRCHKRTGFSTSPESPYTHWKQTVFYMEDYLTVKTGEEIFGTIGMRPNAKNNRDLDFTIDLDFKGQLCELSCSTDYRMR
TCR CD3 inh: blocks the human TCR-CD3 interaction | TAMRA-labeled TCR probe fluorescence, biochemical | AID 651800 | inhibition, % at 9.4 µM | 360,000 compounds, 0.37% hits; in the data active means inhibition above about 19%;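 further: recombinant mutant TCR 2C K166C tagged with TAMRA read by polarization; 0% = receptor in buffer alone and 100% = receptor with positive control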
Starred values were filed as active, the others as inactive; . = not tested or not shown.

SMILES	rCAG binder	Rev-erbA mod	LEDGF integ inh	UHRF1 binding	HTRA1 inhibitor	mABHD4 FP	PG9 binder	MBD2 DNA inh	PRMT1 FP inh	TCR CD3 inh
CCOC(=O)c1c(CSc2ccccc2)n(C)c2cc(Br)c(O)c(CN(C)C)c12	0.0	-3.5	-1.0	-3.1	-6.4	39.3*	-2.5	2.8	1.4	3.3
COc1ccc(NS(=O)(=O)c2cccc(C(=O)N/N=C/c3ccc4c(c3)OCCO4)c2)cc1	12.0	0.4	-0.1	-2.0	-8.9	-26.4	1.8	-4.3	-2.6	-0.3
CC(C)c1ccc(/C=N/NC(=O)c2c(Cl)cnn2C)cc1	-2.3	0.2	-3.4	-2.6	-4.1	8.0	-2.4	2.1	0.7	2.5
Cc1ccc(CN2CCCCC(NC(=O)c3cccc([N+](=O)[O-])c3)C2=O)cc1 (stereo not given)	4.2	4.3	-0.2	-1.0	.	1.7	.	-2.6	-2.4	.
Cc1ccc(N2C(=O)SC(N(CC(=O)O)c3ccc(C)cc3)C2=O)cc1 (stereo not given)	2.2	-0.3	2.8	0.4	-9.2	3.5	2.2	-2.5	1.3	7.0
COc1cc(/C=C(\C#N)C(=O)Nc2cccc(C(=O)O)c2)ccc1OCc1ccc(C)cc1	4.1	5.9	1.9	-0.7	-11.9	-3.1	0.0	-5.5	-1.2	1.9
COC(=O)c1cccc(NC(=O)c2cccs2)c1C	-1.8	5.0	-0.2	0.7	4.8	3.5	0.4	4.0	2.6	-5.9
CC(C)c1cccc(C(C)C)c1NC(=O)COC(=O)c1ccc2c(c1)S(=O)(=O)c1ccccc1C2=O	1.0	-2.4	0.0	-0.3	-2.1	7.8	-2.2	-5.7	1.7	8.0
CC(C)=CCC[C@@]1(C(=O)O)[C@@H]2C/C=C(\C)CC/C=C(\C)CC[C@H]1[C@]1(CC2)CO1	14.0	-1.4	3.6	2.5	.	-12.2	.	2.8	5.2	.
Cn1nc(-c2ccc(Cl)cc2)c2cc(C(=O)N3CCCC3)sc21	4.0	-6.9	1.4	-1.7	-5.1	3.7	-0.5	-4.9	-0.8	5.7
CCOC(=O)c1cnn(-c2nc(CC)nc3sc4c(c23)CCC4)c1N	1.5	10.2	0.2	3.5	-3.2	10.4	-0.6	-3.7	4.3	-1.8
Cc1ccc(C(=O)N2CC(=O)Nc3ccc(F)cc3C2c2ccc(F)cc2)cc1 (stereo not given)	1.2	1.1	1.6	-4.0	-4.6	-3.1	1.4	-6.8	-0.4	-0.3
CC(C)Oc1ccc(-c2cc(C(=O)NCCN3CCOCC3)c3ccccc3n2)cc1	1.4	0.9	-0.4	1.5	-4.4	-2.5	1.6	4.3	1.3	-2.7
CC(=O)NC(Cc1ccc(F)c(F)c1)C(=O)NC1CCN(c2c(Cc3ccccc3)c(C)nc3ncnn23)CC1 (stereo not given)	-6.8	0.6	-1.1	-1.6	-5.5	0.2	1.6	-0.7	-0.1	4.2
COc1cc(-c2[nH]ncc2CN(C)Cc2nonc2C)cc(OC)c1OC	-0.2	1.1	1.5	1.3	4.5	-4.7	-0.7	-0.1	-0.3	3.5
COC(C)(C)c1cc(C(C)(C)C)nc(N)n1	-0.4	-3.8	-1.8	0.7	7.0	0.5	0.4	1.5	-1.5	3.9
CCCOP(=O)(OCCC)C(NC(=O)C(C)(C)C)c1ccccc1 (stereo not given)	-4.7	-3.8	6.4	6.3	-3.0	-10.2	1.5	8.6	1.7	-4.9
O=C(Nc1nc(-c2ccco2)c(-c2ccco2)s1)c1ccc(F)cc1F	29.4	-12.9	10.9	-1.6	8.2	8.1	-10.4	-5.5	34.2*	1.3
COc1ccc(C2C(C(=O)C(C)(C)C)=C(O)C(=O)N2Cc2ccccc2)cc1 (stereo not given)	1.2	6.2	5.5	-4.2	-4.9	0.8	0.2	4.3	-2.4	-1.9
O=C(Nc1ccc2c(c1)OCCO2)C(c1ccnc2ccccc12)N1CCN(c2ccc(C(F)(F)F)cn2)CC1 (stereo not given)	11.9	3.5	-2.2	3.9	.	-58.9	-2.3	8.9	6.4	1.0
CN(C(=O)c1cccc(NC(=O)Cc2ccc(NC(=O)C3CCN(C(=O)C4CC4)CC3)cc2)c1)C1CCCC1	2.1	-3.9	3.6	1.5	1.7	2.0	-1.2	0.5	-2.2	1.0
COCCCNC(=O)C[C@H]1C[C@H](C(=O)N2CCCCC2)[C@@]2(C)c3[nH]c4cc(-c5ccco5)ccc4c3CCN2C1=O	7.9	-4.4	-4.4	1.7	2.9	-2.6	1.8	2.3	9.9	-2.7
Clc1cc2c(c(CSc3nc4ccccc4n4cccc34)c1)OCOC2	4.0	11.0	8.7	2.0	-2.0	-7.4	-1.9	-4.2	-3.5	2.5
COc1ccc(OCC(=O)Nc2ccccc2OC(F)F)cc1	-5.3	-2.0	1.1	-2.6	-7.7	3.7	-0.5	-0.4	-2.3	-8.4
CC(=O)c1cccc(NC(=O)C(C)OC(=O)c2ccc(Br)o2)c1 (stereo not given)	2.4	-5.3	3.6	1.1	-4.5	1.6	-2.3	-0.8	-2.2	-18.4
CCOC(=O)c1cnc2ccc(C(=O)OC)cc2c1Nc1ccc(C(=O)O)cc1	1.5	-4.2	0.6	-0.4	-4.4	-0.5	0.7	-3.3	-1.5	-3.5
N#CC(c1ccc(Cl)cc1)N1CCOCC1 (stereo not given)	2.8	-0.1	0.6	-1.8	4.7	-6.2	1.0	0.6	0.2	1.8
Cn1cnc(S(=O)(=O)N2CCN(c3cccc(Cl)c3)CC2)c1	1.2	-4.3	1.7	-1.4	2.8	-4.0	0.4	6.0	-1.0	5.6
CCC(=O)NC(NC(=S)Nc1ccccc1Br)C(Cl)(Cl)Cl (stereo not given)	2.1	-1.9	-1.0	0.3	-0.8	4.2	0.7	5.1	-0.6	2.8
NC(=O)C1(N2CCCCC2)CCN(c2ccc3nnc(-c4ccccc4)n3n2)CC1	2.0	-0.9	-2.8	-1.6	-2.9	-4.0	0.0	-3.7	-3.8	3.8

Profiles, quoted from the list. Values in the order: rCAG binder	Rev-erbA mod	LEDGF integ inh	UHRF1 binding	HTRA1 inhibitor	mABHD4 FP	PG9 binder	MBD2 DNA inh	PRMT1 FP inh	TCR CD3 inh
COCCCNC(=O)C[C@H]1C[C@H](C(=O)N2CCCCC2)[C@@]2(C)c3[nH]c4cc(-c5ccco5)ccc4c3CCN2C1=O is entered as 7.9	-4.4	-4.4	1.7	2.9	-2.6	1.8	2.3	9.9	-2.7
CCOC(=O)c1cnc2ccc(C(=O)OC)cc2c1Nc1ccc(C(=O)O)cc1 is entered as 1.5	-4.2	0.6	-0.4	-4.4	-0.5	0.7	-3.3	-1.5	-3.5
CCC(=O)NC(NC(=S)Nc1ccccc1Br)C(Cl)(Cl)Cl (stereo not given) is entered as 2.1	-1.9	-1.0	0.3	-0.8	4.2	0.7	5.1	-0.6	2.8
N#CC(c1ccc(Cl)cc1)N1CCOCC1 (stereo not given) is entered as 2.8	-0.1	0.6	-1.8	4.7	-6.2	1.0	0.6	0.2	1.8

The listing continues.
SMILES	rCAG binder	Rev-erbA mod	LEDGF integ inh	UHRF1 binding	HTRA1 inhibitor	mABHD4 FP	PG9 binder	MBD2 DNA inh	PRMT1 FP inh	TCR CD3 inh
CCOc1ccccc1C(=O)Nc1ccc(S(=O)(=O)Nc2cc(OC)nc(OC)n2)cc1	50.9*	-0.9	3.1	-2.6	-5.3	-1.9	1.8	2.2	-0.7	7.3
CCOc1ccc(NC(=O)COC(=O)CCCc2c[nH]c3ccccc23)cc1	2.8	-0.1	-5.9	5.6	-12.8	-15.1	0.7	10.6	4.4	5.0
COc1ccc2oc(C(=O)Nc3nc4ccccc4[nH]3)c(C)c2c1	3.9	-4.5	-0.8	-2.9	-43.0	-11.3	0.8	-5.0	-0.9	-6.9
Cc1nc(C)c(-c2csc(Nc3ccc(F)cc3)n2)s1	2.9	0.8	-4.4	-0.7	-1.8	27.1	-1.4	0.0	2.5	0.3
CN1C(=O)CSc2ccc(NC(=O)NCc3ccccc3)cc21	2.6	1.7	-0.4	-2.3	0.9	-1.7	0.4	-7.4	-1.1	1.8
Cc1nc(NC(=S)Nc2ccccc2)sc1C	4.8	4.5	1.5	1.1	-4.5	9.2	-2.0	2.0	10.7	-0.4
COC(=O)c1cccc(Oc2nc3c(c(=O)n(C)c(=O)n3C)n2Cc2ccc(C)cc2)c1	-2.9	7.8	-5.4	5.1	0.7	-6.5	-2.6	10.7	4.4	-2.6
COc1ccc2cc(C(c3nnnn3C3CCCC3)N3CCc4ccccc4C3)c(=O)[nH]c2c1 (stereo not given)	5.4	4.4	0.1	-6.8	4.9	11.0	1.9	-6.9	15.2	2.0
COc1ccccc1/C=C/C(=O)NNC(=O)c1cc(C)oc1C	2.3	7.8	-0.7	-4.3	-1.3	1.9	-1.6	-4.1	-1.1	0.4
Cc1ccc(NC(=O)C2CC(c3ccc(F)cc3)=NO2)cc1 (stereo not given)	0.8	-6.4	-0.3	0.6	-1.3	0.7	-0.6	-2.6	-3.2	-3.4
Nc1cccc(C(=O)Nc2ccccc2Cl)c1	1.1	-0.1	-2.7	2.9	3.1	2.3	0.9	-1.6	3.2	-8.0
CC(Sc1nnc2n1CCCCC2)C(=O)Nc1cccc(S(=O)(=O)N2CCOCC2)c1 (stereo not given)	1.2	2.8	-0.5	2.9	-1.3	3.4	0.7	2.6	4.3	-2.3
O=C(CSc1nnc(-c2ccc(F)cc2)n1-c1ccccc1)NCCN1C(=O)CSC1=O	-2.6	-4.0	-7.7	-3.7	-0.1	0.6	0.1	-6.5	-2.0	9.2
CCOC(=O)C1=C(Cn2ccc(C(F)(F)F)n2)NC(=O)NC1c1ccc2c(c1)OCO2 (stereo not given)	-7.9	0.8	-0.2	0.9	7.4	-4.3	0.5	-3.4	0.8	-0.7
CCOC(=O)c1oc2c(c1C)/C(=N/O)CCC2	3.3	6.6	2.2	3.7	-0.3	-8.1	-1.9	3.5	0.7	11.2
CC(Sc1nnc(-c2ccco2)n1N)C(=O)NC1CCCCC1C (stereo not given)	2.5	-4.7	0.5	-1.7	-2.8	5.5	-0.3	1.2	1.5	4.8
CC1C(=O)N(Cc2cn(CCC3OCCO3)nn2)CCS(=O)(=O)N1Cc1ccc(-c2ccc(F)nc2)cc1 (stereo not given)	1.0	4.1	-1.4	-2.9	2.3	1.3	-0.4	0.5	0.5	-4.1
O=C(COC(=O)c1nc(Cl)ccc1Cl)Nc1cccc(S(=O)(=O)N2CCOCC2)c1	3.4	2.0	2.3	-2.3	0.4	1.5	-0.5	-1.0	-0.2	1.6
CCOC(=O)c1ccc(NC(=S)N(CCCN2CCN(C)CC2)Cc2cccs2)cc1	-6.4	-5.2	-1.4	-2.5	1.1	3.7	2.2	-4.5	1.2	-7.4
CC1(C)C2CCC1(C)C1(C2)NC(=O)c2ccccc2O1 (stereo not given)	-9.8	2.5	2.9	3.1	-0.2	1.9	-0.3	3.1	0.0	-6.4
COc1cc(/C=N/NC(=O)c2ccc(Cl)c(S(N)(=O)=O)c2)ccc1OCC(N)=O	7.2	1.2	-0.9	-1.8	0.4	0.4	-3.6	-4.9	-5.1	3.7
O=C(Nc1cc(Cl)ccc1N1CCCCC1)c1cccs1	2.3	-1.8	-0.9	-0.5	-26.1	3.6	1.1	2.5	-2.5	-0.8
C[C@]1(C(=O)NCCc2c[nH]c3ccccc23)C=C[C@@H](Cc2ccccc2)N1C(=O)c1ccccc1	-3.4	2.3	-0.1	1.9	-19.0	-6.6	0.7	2.9	-1.2	9.7
O=C(NCCCN1CCOCC1)NC1CCCCC1	-1.7	0.7	-2.1	4.3	1.1	-3.0	4.1	7.8	-4.1	-5.2

The list is partial (hit frequency here may not be typical).
